TDP1 block: TDP1 (human) enzyme inhibition | hit rate 0.28% among 350,000 | recombinant TDP1, AlphaScreen DNA substrate cleavage | Potency, µM (highest dose often 130 µM), without a hit: at the highest dose activity change, negative = inhibition, actives largely listed as inhibitors | AID 485290 | Q9NUW8; note: nearly all actives have a fitted effect of over 40% in size
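E. coli-derived human Tdp1, 1 nM final. Cpd preinc 15 min RT; substrate 15 nM final, 5 min RT; AS bead mix 10 ug/ml final, 10 min RT. Signal loss = tyrosine-FITC cleavage. No-enzyme wells = max signal.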
DT40 TDP1 no CPT: qHTS for Inhibitors of human tyrosyl-DNA phosphodiesterase 1 (TDP1): qHTS in cells in absence of CPT. hit rate 15% among 420,000. Potency, µM (doses to about 46.2 µM), for inactives: at the top dose activity change, negative = growth inhibition, hits mostly inhibitors. AID 686978, 2013. DT40 Tdp1-/- hTDP1 cells, no CPT, ATP luminescence, 48 h; note: nearly all actives have a fitted effect of over 55% in size
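Chicken DT40 Tdp1-/- cells stably complemented with human TDP1 were seeded at 400 cells/well with DMSO in place of 20 nM camptothecin. After compound pinning, cells grew at least 48 hr at 37 °C; viability read by CellTiter-Glo luminescence.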
GCN5L2 inh: blocks human GCN5L2 histone acetyltransferase; GCN5L2 HAT assay, ThioGlo1 CoA-SH fluorescence; Potency, µM (series often up to 58.9 µM), for the others: at the top dose activity change, negative = inhibition, usual class: inhibitors; Q92830; AID 504327; hit rate 0.21% among 390,000
Target sequence (Q92830 whole entry, looked up): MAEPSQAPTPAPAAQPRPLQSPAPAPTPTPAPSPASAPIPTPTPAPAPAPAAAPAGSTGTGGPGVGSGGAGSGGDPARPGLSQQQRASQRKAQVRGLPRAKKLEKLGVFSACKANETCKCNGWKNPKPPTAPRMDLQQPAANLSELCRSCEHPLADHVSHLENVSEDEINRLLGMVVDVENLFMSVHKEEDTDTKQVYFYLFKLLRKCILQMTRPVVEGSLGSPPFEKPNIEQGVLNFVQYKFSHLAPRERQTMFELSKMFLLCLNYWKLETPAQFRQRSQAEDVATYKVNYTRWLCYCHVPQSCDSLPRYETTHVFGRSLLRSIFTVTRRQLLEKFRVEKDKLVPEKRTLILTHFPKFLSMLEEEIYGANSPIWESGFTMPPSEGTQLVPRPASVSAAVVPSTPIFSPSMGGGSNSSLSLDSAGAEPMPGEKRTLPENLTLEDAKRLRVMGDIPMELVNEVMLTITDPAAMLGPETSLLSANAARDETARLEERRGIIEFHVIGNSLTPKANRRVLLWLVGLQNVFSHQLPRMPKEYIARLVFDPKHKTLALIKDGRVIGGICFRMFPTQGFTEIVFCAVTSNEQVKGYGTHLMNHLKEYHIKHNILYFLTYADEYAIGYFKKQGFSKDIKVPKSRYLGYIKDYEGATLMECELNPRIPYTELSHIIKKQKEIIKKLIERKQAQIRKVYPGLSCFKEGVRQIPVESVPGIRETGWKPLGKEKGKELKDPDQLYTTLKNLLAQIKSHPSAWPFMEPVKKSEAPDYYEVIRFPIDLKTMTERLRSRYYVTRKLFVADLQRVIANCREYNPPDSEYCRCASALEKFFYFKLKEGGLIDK
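qHTS, 1536-well. 20nM enzyme, pH 7.5 HEPES/EDTA/Tween-20 buffer; 15 min compound preinc., RT. Start: 75uM H3(1-25), 70uM AcCoA, 50uM ThioGlo1. Read Ex340/Em540 at t=0 (autofluorescence flag) and t=20 min.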
The depositor's hits bear a star; u = inconclusive; x = no result given; & = joins results of further samples; [ ] = another dose, or the depositor's remark. Calls come from the whole dose curve; as a rule, active = well fitted curve in the direction sought with a large enough effect; inconclusive = small, poorly fitted or top-dose-only effect, or another doubt; inactive = no such curve, though single readings can be large; an effect the other way counts as inactive or inconclusive. % is set by controls: 0 for no effect and ±100 for the full control effect; potency is the fitted concentration of half-maximal effect.

Structure | TDP1 block | DT40 TDP1 no CPT | GCN5L2 inh
Cc1ccc(NC(=O)CSc2sc3c(O)cc(=O)[nH]c3c2C#N)c(F)c1 | x | 1.3% | -13.8%
CC1(C)CC(=O)C2=C(C1)OC1OC(=O)CC21C (centres undefined) | -2.3% | 19.7% | 0.8%
COc1ccc(/C=C/C(=O)c2cc3cccc(OC)c3oc2=O)cc1 | 6.0% | 23.1µM* | -10.8%
COc1ccc(NC(=O)c2cc(C3CC3)nc3c2c(C)nn3-c2ccccc2)cc1 | 7.7% | -50.8% | -2.9%
COc1cccc(-c2sc3ccc(OC)cc3c2C#CC2(O)CCCCC2)c1 | -6.0% | 23.1µM* | -22.4%
O=C(N/N=C/c1ccc2c(c1)OCO2)C1CC1 | 1.2% | -3.9% | -6.1%
CC(C)CCNC(=O)CCc1nnc(COc2ccccc2)o1 | -2.6% | -17.8% | -6.1%
CC(=O)Cc1nsc(NC(=O)c2cccs2)n1 | 7.8% | 23.1µM* | -0.3%
CN(C)c1cc(C(F)(F)F)nc(-c2ccccn2)n1 | -2.1% | -18.2% | -5.8%
NC(=O)Nc1ccc(C(=O)OCC(=O)NCc2ccc3c(c2)OCO3)cc1 | -0.9% | -28.8% | -1.8%
Cc1cc(N)n(-c2ccc(S(=O)(=O)N3CCOCC3)cc2[N+](=O)[O-])n1 | 4.7% | 11.6% | -5.7%
O=C(COC(=O)C1CCCCC1C(=O)N1CCc2ccccc21)NCc1ccco1 (centres undefined) | 0.0% | u | -5.7%
O=C(COc1ncnc2ccccc12)Nc1cc([N+](=O)[O-])ccc1F | 8.2% | 2.5% | -4.7%
CCOC(=O)c1ccc(NC(=O)CC2C(=O)N(c3ccc(F)cc3)C(=O)N2Cc2ccc3c(c2)OCO3)cc1 (centres undefined) | 6.4% | u | -13.8%
O=C(O)CSc1nnc(-c2cccnc2)n1Cc1ccccc1 | 2.9% | 1.0% | -1.2%
CCCc1cc(=O)[nH]c(SCC(=O)Nc2ccc([N+](=O)[O-])cc2C#N)n1 | 4.7% | -28.7% | -3.0%
O=C(CN1CCC(C(=O)c2ccc3c(c2)OCCO3)CC1)NCc1ccc(F)cc1 | 0.0% | u | -4.0%
Cc1ncc(CO)c(/C=N/N=C/c2ccccc2O)c1O | 2.6% | -11.5% | -5.3%
CCN(CC)C(=O)C1=C(C)Nc2nc3ccccc3n2C1c1ccc(Cl)cc1 (centres undefined) | 1.8% | u | 1.9%
COC(=O)CCN(C(=O)c1c(C)oc2ncnc(N3CCOCC3)c12)c1ccccc1 | 2.1% | -2.3% | 26.0%
O=C(c1cccc(F)c1)N1CCC(N2CCOCC2)CC1 | -12.4% | -9.5% | 2.1%
O=C(O)CN(c1ccccn1)S(=O)(=O)c1ccc(Cl)cc1 | 0.0% | -5.4% | 2.1%
COc1ccc(-c2cnnn2-c2ccc(NC(=O)c3ccc(S(=O)(=O)N4CCCCC4)cc3)cc2)cc1 | 7.9% | u | -9.3%
Cc1noc(C)c1CSCC(=O)Nc1cc(C(F)(F)F)ccc1N1CCOCC1 | 0.0% | -27.0% | -2.8%
CCc1ccc(/C=N/NC(=O)c2cc(C3CC3)nc3ccccc23)s1 | 0.0% | 2.31µM* | -13.6%
CCCN(CCC)C(=O)Cn1nnc2sc(-c3ccccc3)cc2c1=O | 4.7% | -0.6% | -3.3%
CCN1CCN(CCNC(=O)c2ccc(CS(=O)c3ccc(Br)cc3)o2)CC1 (centres undefined) | 0.5% | 15.2% | -13.1%
COc1ccccc1NC(=O)C/C(N)=N/O | 5.7% | -6.0% | 4.7%
O=[N+]([O-])c1ccc2ncnc(Nc3ccc4c(c3)OCCO4)c2c1 | -6.3% | u | -18.6%
CN1CCN(c2ccnc(-c3ccc(N(C)C)cc3)n2)CC1 | x | 23.1µM* | -19.4%
CNC(=O)Cn1c(C)cc(=O)c2cccc(C)c21 | 0.0% | -3.1% | -3.6%
O=C(CSc1nc2c([nH]c3ccccc32)c(=O)n1-c1ccccc1)c1ccc(Cl)cc1 | -6.6% | u | 3.0%
Cc1cc(C)n(-c2ccc(C(C)C)cc2)c(=O)c1C#N | 0.0% | -0.7% | 1.8%
COc1ccc(C2=NOC(Cn3nc(-c4ccccc4)cc3C(=O)O)C2)cc1 (centres undefined) | 1.9% | 0.2% | 0.4%
CCn1c(=N)c(C(=O)NCCCOC)cc2c(=O)n3cccc(C)c3nc21 | 6.7% | u | -14.5%
COc1ccc2c(c1)c1nc(SCC(C)C)n(CCO)c(=O)c1n2C | 3.9% | -14.4% | -6.5%
CN(CC1CCCO1)S(=O)(=O)c1ccc(C(=O)Nc2ccc(F)cc2)cc1 (centres undefined) | -1.2% | u | -18.8%
O=C(COC(=O)COc1ccc2c(c1)CCC2)Nc1ccccc1 | 0.6% | 19.7% | -15.1%
O=C(CSc1ccc2nnc(-c3cccnc3)n2n1)Nc1cccc(F)c1 | 9.2% | 1.3% | -23.1%
NS(=O)(=O)c1ccc(NC(=O)/C=C/c2ccco2)cc1 | u | 8.8% | -4.0%

Not a retest: an excerpt of the list.
Structure | TDP1 block | DT40 TDP1 no CPT | GCN5L2 inh
O=C(c1cccc(F)c1)N1CCC(N2CCOCC2)CC1 | -12.4% | -9.5% | 2.1%
O=C(O)CN(c1ccccn1)S(=O)(=O)c1ccc(Cl)cc1 | 0.0% | -5.4% | 2.1%

Further entries follow:
Structure | TDP1 block | DT40 TDP1 no CPT | GCN5L2 inh
CCOC(=O)C1CCCN(C(=O)CN2C(=O)COc3ccc(C(C)(C)C)cc32)C1 (centres undefined) | 7.3% | u | 1.3%
COc1ccc(-c2cc(C3CCN(C(=O)OC(C)(C)C)CC3)[nH]n2)cc1 | 0.0% | u | -13.1%
CCCCN(C)C(=O)CSc1c2c(nc3ccc(Cl)cc13)CCCC2 | -2.3% | u | -1.4%
O=C(NC1CCS(=O)(=O)C1)c1cccs1 (centres undefined) | -8.3% | -16.2% | -17.8%
CCc1sc(NC(=O)CN2CCC(C(N)=O)CC2)nc1-c1ccccc1 | 5.0% | -4.5% | -12.8%
O=C(Cc1ccccc1)NNC(=O)Nc1cccc(Cl)c1 | 5.1% | -16.8% | u
O=S(=O)(Nc1ccc(Oc2ncccn2)c(Cl)c1)c1ccc(F)cc1 | 7.6% | u | -6.0%
COc1ccccc1N1CCN(C(=O)C2CCCCN2S(=O)(=O)c2ccc(C)cc2)CC1 (centres undefined) | x | u | -3.1%
COc1cccc(-c2nnc(SCC(=O)Nc3cc(C)on3)n2C)c1 | 5.1% | 3.2% | 0.0%
CCN(CC)CCOC(=O)c1ccc(NC(=O)Cn2ncc3c([nH]c4ccc(C)cc43)c2=O)cc1 | 1.1% | 3.26µM* | 23.2%
Cc1cccc(C2c3[nH]c4ccccc4c3CCN2C(=O)CN2CCOC2=O)n1 (centres undefined) | 2.5% | -11.1% | -5.1%
Nc1nc(NCCOCCO)nc(NCC2CCCO2)c1[N+](=O)[O-] (centres undefined) | 0.0% | -4.2% | -4.2%
COc1ccc(-c2cc(C(F)(F)F)nc(N3CCOCC3)n2)cc1OC | 1.0% | 10.3µM* | -11.1%
COc1cccc(OC)c1OCCNCC1COc2ccccc2O1 (centres undefined) | 6.3%[56.1 µM] | u | -7.9%&-14.4%
CC(=O)NC(CC(=O)c1ccc([N+](=O)[O-])cc1)C(Cl)(Cl)Cl (centres undefined) | -2.8% | -106.9% | -8.9%
CCCc1nnc(SCC(=O)N2CCCC2)n1CC1CCCO1 (centres undefined) | 2.3% | 6.9% | -1.8%
COc1cc(CN(C)Cc2nc3cc(C(F)(F)F)ccc3c(=O)[nH]2)ccc1OC(F)F | -2.5% | 18.4µM* | -5.4%
CCOC(=O)C1=C(CN2CCN(C(=O)OCC)CC2)NC(=O)NC1c1ccc2c(c1)OCO2 (centres undefined) | 5.0% | u | -11.0%
CC(=O)c1ccc(S(=O)(=O)Nc2ccc(C(=O)N(C)CC(=O)Nc3cccc(C)c3C)cc2)cc1 | 2.7% | -2.9% | -3.1%
O=C1COc2ccc(-c3cc(-c4ccc(F)cc4)c4c(n3)-c3cc(Cl)ccc3OC4)cc2N1 | 3.2% | u | 0.9%
COc1ccccc1C(=O)N/C(=C\c1ccc(Br)cc1)C(=O)N1CCCC1 | 1.4% | u | -1.9%
CCN1C(=O)C(O)(CC(=O)c2ccc3c(c2)OCCO3)c2ccccc21 (centres undefined) | 2.9% | -19.9% | -3.2%
Cc1nc(N2CCCC2)c2c(C(=O)Nc3ccc(Br)cc3F)c(C)oc2n1 | 3.2% | u | -0.2%
C/C(=N\OC(=O)c1ccc(Cl)c(Cl)c1)c1sc(C)nc1C | 0.0% | -3.0% | -5.4%
COc1ccc(S(=O)(=O)N(C)c2ccc(C(=O)NCCC(C)C)cc2)cc1 | 4.5% | -23.0% | -0.1%
CCCCOc1cccc(C(=O)Nc2ccc(S(=O)(=O)Nc3cc(C)on3)cc2)c1 | x | 5.6% | -0.2%
COC(=O)c1ccc(CSc2nc3ccccc3s2)o1 | -7.9% | -16.6% | -16.2%
COc1ccccc1-c1nnc2sc(COc3ccc(Cl)cc3Cl)nn12 | 4.1% | u | 11.9%
O=C(CCCc1nc2ccccc2s1)N1CCN(S(=O)(=O)c2cccs2)CC1 | 7.8% | -28.3% | 3.3%
O=C(c1cccc(Br)c1)c1conc1C(=O)c1ccco1 | 2.5% | 1.8% | -10.0%
CCCn1c(SCC(=O)Nc2cccc(C)n2)nnc1C(C)C | 9.0% | -21.8% | -16.4%
Cn1c(-c2ccccc2)nc2cnccc21 | 0.0% | u | -1.9%
COCc1ccc(C(=O)N2CCCC(N(C)CCc3ccc(OC)c(OC)c3)C2)s1 (centres undefined) | 1.2% | -0.5% | u
CC1(C)CC(=O)C(C2=NC(C)(C)Cc3ccccc32)=C(O)C1 | 0.0% | -29.5% | -4.6%
COc1ccc(NC(=S)N2CCN(c3ccccn3)CC2)cc1OC | -2.7% | -2.4% | -0.3%
CC(C)CCNC(=O)CCn1nc(-c2ccc(Cl)cc2)ccc1=O | x | -4.8% | 28.5%
Nc1ccnn1Cc1ccncc1 | 3.0% | 15.7% | -9.5%
COC(=O)c1cccc(NC2CC(=O)N(c3ccc(OC)c(OC)c3)C2=O)c1 (centres undefined) | 5.5% | 3.6% | 4.0%
Cc1ccccc1CNC(=O)C(=O)NCC(c1ccco1)S(=O)(=O)c1ccc(F)cc1 (centres undefined) | 5.2% | u | -16.9%
Cc1nnc(SCC(=O)Nc2sccc2C(N)=O)n1Cc1ccccc1 | -4.0% | 4.1% | -2.7%
O=C(O)c1[nH]c2ccccc2c1NS(=O)(=O)c1ccc(F)cc1 | 6.2% | 3.9% | -0.3%
Cc1ccc(-c2c(C#N)c(N)nc3c2CCCC3)o1 | -1.3% | 7.4% | -21.3%
C=C(C)c1cccc(C(C)(C)NC(=O)Nc2nncs2)c1 | 0.0% | -25.3% | 1.8%
OCCNCc1ccc(-c2ccccc2)cc1 | -1.8% | u | 3.5%
COc1ccc(C(O)(CCC(C)C)C(CN2CCOCC2)c2ccc(Cl)cc2)cc1 (centres undefined) | x | 14.6µM* | -7.0%
O=C(O)CNC(=S)NCc1ccccc1 | -2.6% | 5.5% | -3.4%
O=Cc1ccc(-c2ccccc2C(=O)O)o1 | -5.1% | 5.2% | u
O=C1COc2ccc(C(=O)COC(=O)c3ccco3)cc2N1 | -1.9% | 0.4% | 1.4%
Cc1cccc(C)c1NS(=O)(=O)c1ccc2c(c1)[C@H]1C=CC[C@H]1[C@@H](c1ccc(Cl)cc1)N2 | x | 13µM* | -14.6%
Cc1ccc(OCC(=O)Nc2cccc(C(=O)OCc3cc(=O)n4cc(C)sc4n3)c2)cc1 | 3.8% | -28.7% | -2.2%
Cc1ccccc1NS(=O)(=O)c1ccc(C(=O)NCCCN2CCCC2=O)cc1 | -7.5% | u | -8.7%
Cc1cc(CSc2ccccc2)ccc1NC(=O)c1ccc(Cl)c([N+](=O)[O-])c1 | 7.9% | u | 8.1%

Complete entries, looked up by structure:
Profile of COC(=O)c1cccc(NC2CC(=O)N(c3ccc(OC)c(OC)c3)C2=O)c1 (centres undefined) : TDP1 block: 5.5%; DT40 TDP1 no CPT: 3.6%; GCN5L2 inh: 4.0%
Profile of C/C(=N\OC(=O)c1ccc(Cl)c(Cl)c1)c1sc(C)nc1C : TDP1 block: 0.0%; DT40 TDP1 no CPT: -3.0%; GCN5L2 inh: -5.4%
Profile of COc1ccc(-c2cc(C(F)(F)F)nc(N3CCOCC3)n2)cc1OC : TDP1 block: 1.0%; DT40 TDP1 no CPT: 10.3µM*; GCN5L2 inh: -11.1%

From PubChem BioAssay

The list is partial; count on the stated rates, not on these rows.
